Screening data: PubChem, National Center for Advancing Translational Sciences (NCATS)
Abeta yeast res = qHTS for compounds that reverse cellular toxicity of Amyloid beta (A-beta) peptide in yeast: Primary Screen; yeast expressing A-beta42, growth rescue, OD600, 48 h; response scale: 0% DMSO, 100% iron-clioquinol control; Potency, µM (titrated, usually from 46.1 µM), without a hit: at the highest dose growth rescue, most hits filed as activators; hit rate 0.063% among 410,000; note: potency is the fitted concentration of half-maximal effect; nearly all actives have a fitted effect of over 55% in size
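Growth rescue measured by 600 nm absorbance after 48 h yeast culture at 30 C with compound. Values normalized between DMSO and an equimolar ferric chloride plus clioquinol control.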
EPAC1 antagonist = qHTS for Antagonist of cAMP-regulated guanine nucleotide exchange factor 3 (EPAC1): primary screen. Potency, µM (doses to about 115 µM), without a hit: at the top dose activity change, negative = inhibition, usual class: inhibitors. AID 720709, 2013. hit rate 0.14% among 360,000. EPAC1 GEF assay, Rap1b-BODIPY-GDP exchange fluorescence;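 note: potency is the fitted concentration of half-maximal effect; plate controls were vehicle for no effect and positive control for full effect; nearly all actives have a fitted effect of over 50% in size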
WRN helicase inh = qHTS for Inhibitors of WRN Helicase; Bifunctional 3'-5' exonuclease/ATP-dependent helicase WRN (Homo sapiens), Q14191; WRN helicase unwinding, fluorescent forked duplex, kinetic; Potency, µM (doses to about 114 µM), for inactives: at the highest dose activity change, negative = inhibition, most hits filed as inhibitors; hit rate 0.46% among 360,000; AID 651768, 2012; note: potency is the fitted concentration of half-maximal effect; % is set by controls: 0 for no effect and ±100 for the full control effect; nearly all actives have a fitted effect of over 55% in size
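WRN at 20 nM final was preincubated with compound for 15 min at room temperature; reaction started with 100 nM forked duplex oligonucleotide carrying fluorophore and quencher plus 2 mM ATP (final). Unwinding followed kinetically by red fluorescence (ex 525/em 598 nm).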
IL-2 act = qHTS of IL-2 Activators. IL-2 activation reporter assay, cell-based qHTS; stimulated with anti-CD3/CD4/CD28 beads; in transgenic mouse T cells. activation, % (series mostly up to about 46 µM). hit rate 0.065% among 360,000. AID 652025, 2013; in the data active = activation above about 50%; inconclusive = mostly about 30% to 49%; note: 0% is about no effect
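Unstimulated transgenic mouse T cells preincubated 60 min with compound, then stimulated with anti-CD3/anti-CD4-coated beads plus anti-CD28 for 18 h at 37 degrees C. IL-2 response read as EGFP and DsRed fluorescence by plate cytometry.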
PLK1 PBD block = qHTS for Inhibitors of PLK1-PDB (polo-like kinase 1 - polo-box domain): Primary Screen; Serine/threonine-protein kinase PLK1 (Homo sapiens), P53350; Potency, µM, without a hit: max response, negative = inhibition, usual class: inhibitors; Plk1 PBD binding of FITC phosphopeptide, fluorescence polarization; hit rate 2.8% among 360,000; note: potency is the fitted concentration of half-maximal effect; series mostly up to about 57 µM; % is set by controls: 0 for no effect and ±100 for the full control effect; nearly all actives have a fitted effect of over 65% in size
Target sequence (P53350 whole entry, looked up, the tested form may be a part): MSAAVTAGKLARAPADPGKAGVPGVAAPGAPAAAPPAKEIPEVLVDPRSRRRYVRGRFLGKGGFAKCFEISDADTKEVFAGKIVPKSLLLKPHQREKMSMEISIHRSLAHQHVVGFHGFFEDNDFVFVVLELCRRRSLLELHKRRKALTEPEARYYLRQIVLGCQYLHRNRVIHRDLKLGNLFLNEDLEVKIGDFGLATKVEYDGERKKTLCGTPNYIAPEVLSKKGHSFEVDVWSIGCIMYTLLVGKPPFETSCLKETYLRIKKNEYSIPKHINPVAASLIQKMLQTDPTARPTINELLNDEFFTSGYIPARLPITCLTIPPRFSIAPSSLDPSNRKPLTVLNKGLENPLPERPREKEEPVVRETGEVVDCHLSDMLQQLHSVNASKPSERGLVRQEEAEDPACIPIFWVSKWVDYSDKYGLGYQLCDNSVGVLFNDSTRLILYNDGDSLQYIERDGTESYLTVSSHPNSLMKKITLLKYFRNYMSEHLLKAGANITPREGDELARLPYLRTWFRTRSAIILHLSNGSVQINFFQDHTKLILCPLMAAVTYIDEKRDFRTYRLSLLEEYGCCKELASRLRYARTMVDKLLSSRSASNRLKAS
PI5P4Ka inh = qHTS for Inhibitors of phosphatidylinositol 5-phosphate 4-kinase (PI5P4K). PI5P4Kalpha enzyme, ADP-Glo luminescence, 60 min; active compounds read low. max response, %. hit rate 1.2% among 330,000. AID 652105, 2013; active = max response of -50% or lower; inconclusive = between -30% and -50%; inactive = -30% or higher; note: value at the top dose of about 77 µM; % is set by controls: 0 for no effect and ±100 for the full control effect
Target sequence (P48426 whole entry, looked up): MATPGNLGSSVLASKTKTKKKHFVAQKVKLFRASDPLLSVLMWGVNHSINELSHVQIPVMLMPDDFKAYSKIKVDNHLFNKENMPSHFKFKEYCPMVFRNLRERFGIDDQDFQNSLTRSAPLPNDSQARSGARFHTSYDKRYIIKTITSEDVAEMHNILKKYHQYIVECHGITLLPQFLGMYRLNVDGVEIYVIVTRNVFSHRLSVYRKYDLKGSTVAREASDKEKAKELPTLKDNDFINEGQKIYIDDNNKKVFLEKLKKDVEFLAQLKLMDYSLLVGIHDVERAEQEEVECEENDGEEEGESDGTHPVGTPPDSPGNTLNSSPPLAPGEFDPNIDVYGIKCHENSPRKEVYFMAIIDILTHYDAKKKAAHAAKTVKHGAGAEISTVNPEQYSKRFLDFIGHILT
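Quantitative HTS of the MLSMR library against PI5P4Kalpha with substrate. ATP added last at 5 microM final; room temperature, 60 minutes. Remaining ATP depleted, ADP converted and read as luminescence.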
EPAC1 agonist = qHTS for Agonist of cAMP-regulated guanine nucleotide exchange factor 3 (EPAC1): primary screen. EPAC1 agonist qHTS, biochemical assay; response scale: 100% = response to 6.5 mM cAMP. Potency, µM (titrated, usually from 154 µM), for the others: at the top dose activation, most hits filed as activators. hit rate 0.073% among 360,000; note: potency is the fitted concentration of half-maximal effect; nearly all actives have a fitted effect of over 60% in size
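Fluorescent GDP-exchange assay: 100 nM EPAC1 with 250 nM Rap1B preloaded with BODIPY-GDP and 50 uM GDP; compounds tested as concentration series, 5 min at room temperature, then read every 5 min for 30 min (ex 480/em 540 nm); normalized to 6.5 mM cAMP.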
aSyn rescue = qHTS of alpha-syn Inhibitors | Yeast expressing alpha-synuclein, growth rescue, BacTiter-Glo, 24 h | Potency, µM (titrated, usually from 46.1 µM), inactives show at the top dose growth rescue (activation), actives largely listed as activators | hit rate 0.14% among 370,000; note: potency is the fitted concentration of half-maximal effect; % of control where 0% means no effect; nearly all actives have a fitted effect of over 65% in size
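Screening used galactose-induced yeast with toxic alpha-synuclein levels, exposed to compound for 24 hr at 30 deg C. Cell growth, read with BacTiter-Glo luminescence, gave the measured signal.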
FUS yeast rescue = qHTS for Suppressors of FUS Proteinopathy: Primary screen using FUS-linked yeast assay; Potency, µM (series often up to 76.6 µM), without a hit: at the top dose growth rescue (activation), hits mostly activators; hit rate 0.24% among 390,000; AID 1347120, 2019; S. cerevisiae FUS-expressing, growth rescue, OD600, 24 h;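 note: potency is the fitted concentration of half-maximal effect; plate controls were DMSO vehicle for no effect and reference control for full effect; nearly all actives have a fitted effect of over 55% in size; some results filed as inactive show a strong effect at the top dose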
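Quantitative HTS measuring growth restoration of FUS-toxic yeast. Galactose-induced cells (OD 0.005) were exposed 24hr at 30C to compounds at several concentrations, then absorbance at 600 nm was recorded.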
* marks the source's active call; other numbers are inactive results; ? = inconclusive; nt = no result given; & = joins results of further samples; [ ] = remark or other dose. Unless noted, calls come from the whole dose curve; as a rule, active = well fitted curve in the direction sought with a large enough effect; inconclusive = small, poorly fitted or top-dose-only effect, or another doubt; inactive = no such curve, though single readings can be large; an effect the other way counts as inactive or inconclusive.

#1 COC(=O)Cn1c(=O)c2c(nc3n2CCCN3CCc2ccc(OC)c(OC)c2)n(C)c1=O
#2 COc1cccc(-c2onc3ccc(C4(C)OCCO4)cc23)c1
#3 COc1ccccc1-c1cc(C(=O)N2CCCCC2)no1
#4 Cc1ccnc2nc(C(=O)OCC(=O)Nc3ccc([N+](=O)[O-])cc3Br)nn12
#5 Cc1ccc(S(=O)(=O)N2CCCCC2CCNC(=O)C(=O)NCc2ccco2)cc1 (stereo not drawn)
#6 Cc1sc2nc(C3CC3)nc(NCCNS(C)(=O)=O)c2c1C
#7 Oc1ccccc1/C=C/c1noc(-c2ccccc2O)n1
#8 CCOC(=O)/C(=N/Nc1ccc(Cl)cc1)Sc1nnnn1-c1ccc(C)cc1

screen / no.	1	2	3	4	5	6	7	8
Abeta yeast res	-13%	-2%	-5%	-15%	-6%	6%	-12%	11%
EPAC1 antagonist	2%	-8%	-4%	15%	-21%	0%	-13%	-18%
WRN helicase inh	3%	-6%	-4%	4%	-4%	-6%	3%	-13%
IL-2 act	-4.3	0.3	-1.4	-0.6	1.3	-0.4	-1.0	-4.4
PLK1 PBD block	-12%	-2%	-4%	3%	2%	-15%	-10%	-7%
PI5P4Ka inh	-2	12	0	-6	-10	8	7	-4
EPAC1 agonist	-4%	18%	-7%	8%	12%	0%	9%	-11%
aSyn rescue	-6%	-9%	1%	0%	-2%	11%	-9%	1%
FUS yeast rescue	-12%	16%	4%	nt	8%	16%	9%	nt

Already shown: entries from further up.
#6 Cc1sc2nc(C3CC3)nc(NCCNS(C)(=O)=O)c2c1C
#7 Oc1ccccc1/C=C/c1noc(-c2ccccc2O)n1
#8 CCOC(=O)/C(=N/Nc1ccc(Cl)cc1)Sc1nnnn1-c1ccc(C)cc1

screen / no.	6	7	8
Abeta yeast res	6%	-12%	11%
EPAC1 antagonist	0%	-13%	-18%
WRN helicase inh	-6%	3%	-13%
IL-2 act	-0.4	-1.0	-4.4
PLK1 PBD block	-15%	-10%	-7%
PI5P4Ka inh	8	7	-4
EPAC1 agonist	0%	9%	-11%
aSyn rescue	11%	-9%	1%
FUS yeast rescue	16%	9%	nt

The list continues.
#9 Cc1ccc(NC(=O)CCN2C(=O)NC3(CCCC3)C2=O)c(C)c1
#10 CCC(=O)N1CCc2cc(S(=O)(=O)CCC(=O)NCc3ccc(C)cc3)ccc21
#11 O=C(COC(=O)C12CC3CC(CC(C3)C1)C2)Nc1ccc(OC(F)F)cc1
#12 S=C(NC1CCCC1)N1CCOCC1
#13 CCCNC(=O)C1CC(=O)N(c2ccc(OCc3ccccc3)cc2)C1 (stereo not drawn)
#14 CCOC(=O)N1CCN(C(=O)C(=O)NNC(=O)COc2ccc(Cl)cc2)CC1
#15 CCCC(c1nnnn1Cc1ccc(OC)cc1)N1CCN(c2ccccc2)CC1 (stereo not drawn)
#16 Cc1ccc(-c2nn(-c3ccccn3)c(=O)c3ccccc23)cc1C

screen / no.	9	10	11	12	13	14	15	16
Abeta yeast res	-18%	6%&-8%	?	-1%	0%	-4%	13%	-7%
EPAC1 antagonist	-20%	-21%	0%	-15%	9%	8%	-11%	-2%
WRN helicase inh	1%	3%	-5%	-1%	3%	10%	-12%	0%
IL-2 act	1.2	-3.9	-1.2	-0.9	-2.4	-1.6	0.3	5.2
PLK1 PBD block	-19%	-26%	1%	-14%	4%	-1%	-17%	1%
PI5P4Ka inh	3	-5	11	5	-30	-1	3	-4
EPAC1 agonist	4%	7%	5%	5%	8%	5%	2%	6%
aSyn rescue	-9%	-9%	nt	-4%	-1%	-4%	16%	8%
FUS yeast rescue	-8%	-1%&-2%	17%	0%	-9%	-4%	50%	23%

#17 Cc1cc(Cl)cc(C)c1OCCCCCn1ccnc1
#18 O=C(Cn1ncc2c1-c1ccccc1OC2)N1CCN(c2ccccn2)CC1
#19 COc1ccc(Cc2n[nH]c(=S)n2NC(=O)Nc2ccc(C)cc2)cc1
#20 COc1cccc(-c2ncc3ccccc3c2COC(=O)c2ccc(C(F)(F)F)cc2)c1
#21 COC(=O)c1c(NC(=O)c2cccs2)sc2c1CCCC2
#22 Cc1cccc(NS(=O)(=O)c2ccc3[nH]c(=O)[nH]c3c2)c1C
#23 Oc1ccccc1-c1nc(NCc2ccco2)c2ccccc2n1
#24 O=C(COC(=O)c1cccc(S(=O)(=O)N2CCCC2)c1)Nc1ccc(Cl)cc1

screen / no.	17	18	19	20	21	22	23	24
Abeta yeast res	-24%	-5%	-2%	2%	-2%	-10%&0%	0%	2%
EPAC1 antagonist	-5%	1%	-3%	7%	-25%	8%	-2%	-14%
WRN helicase inh	1%	2%	-2%	1%	-5%	12%	-20%	-9%
IL-2 act	0.5	-3.4	0.3	-2.1	-0.3	0.1	13	0.9
PLK1 PBD block	3%	-16%	-10%	5%	-19%	-13%	-2%	-2%
PI5P4Ka inh	9	4	0	13	22	0	8	9
EPAC1 agonist	1%	4%	6%	-13%	18%	11%	14%	5%
aSyn rescue	-1%	7%	-5%	0%	0%	3%	-5%	1%
FUS yeast rescue	-12%	9%	-29%	-17%	-17%	9%&-17%	15%	-14%

#25 O=C(NCCc1ccccc1)c1ccccc1C(=O)NCCc1ccccc1
#26 CC(=O)c1cccc(NC(=S)NCc2ccco2)c1
#27 Cc1ccccc1S(=O)(=O)c1c(C)cc(C)n(C(C)C)c1=O
#28 CCOC(=O)CSc1nnc(NC(=O)c2cccc([N+](=O)[O-])c2)s1
#29 CCOc1ccccc1-c1cc(NC)ncn1
#30 CC(C)c1nc(-c2ccc([N+](=O)[O-])cc2)cs1
#31 CC(C)Cc1nnc(NC(=O)CCc2ccccc2)s1
#32 CN1C(=O)/C(=C\c2ccc(OC(=O)c3ccco3)cc2)SC1=S

screen / no.	25	26	27	28	29	30	31	32
Abeta yeast res	4%	-4%	-2%	12%	-15%	-14%	-2%	-14%
EPAC1 antagonist	0%	6%	-30%	5%	8%	-10%	1%	13%
WRN helicase inh	-9%	5%	-7%	-8%	-5%	0%	2%	4%
IL-2 act	0.2	-0.3	-1.8	-1.6	1.4	1.2	-0.4	7.9
PLK1 PBD block	-2%	-15%	-6%	-2%	5%	-8%	?	-4%
PI5P4Ka inh	3	-3	7	3	1	4	-2	-12
EPAC1 agonist	18%	-4%	-4%	0%	-5%	-4%	6%	17%
aSyn rescue	1%	-5%	-9%	-1%	-1%	-9%	0%	-2%
FUS yeast rescue	-23%	-5%	18%	-6%	-6%	nt	1%	1%

#33 COc1ccc(N(CC(=O)NCc2ccc3c(c2)OCO3)S(=O)(=O)c2c(C)nn(C)c2C)cc1
#34 Cc1cc(NC(=O)CN2CCN(c3ncccn3)CC2)no1
#35 CCC1(c2ccc(OC)cc2)NC(=O)N(CC(=O)c2ccc3c(c2)OCCO3)C1=O (stereo not drawn)
#36 O=C(NCCO)c1cc2c([nH]c3ccccc32)c(-c2ccccc2)n1
#37 NNC(=O)Cn1c(-c2ccccc2)cc2ccccc21
#38 COC(=O)C(/C=N/OCc1ccc([N+](=O)[O-])cc1)NC(=O)c1ccccc1 (stereo not drawn)
#39 CN(C)S(=O)(=O)c1ccc(C(=O)OCC2COC(C)(C)O2)cc1 (stereo not drawn)
#40 Cc1ccccc1NC1=C(Cl)C(=O)OC1NC(=O)c1ccccc1 (stereo not drawn)

screen / no.	33	34	35	36	37	38	39	40
Abeta yeast res	-3%	-13%	5%	-12%	7%	15%	-7%	-2%
EPAC1 antagonist	-20%	-9%	-8%	3%	-25%	4%	-7%	0%
WRN helicase inh	5%	-2%	-5%	-3%	-6%	1%	-2%[57.1 µM]	-3%
IL-2 act	-1.4	-0.7	-0.2	-3.9	-0.2	0.4	0.1	-0.8
PLK1 PBD block	-8%	-3%	-5%	3%	-2%	-6%	5%	-2%
PI5P4Ka inh	3	nt	-8	-2	9	-1	-2	nt
EPAC1 agonist	0%	3%	1%	0%	7%	-10%	-2%	7%
aSyn rescue	0%	-4%	9%	5%	-2%	0%	4%	1%
FUS yeast rescue	6%	-1%	nt	21%	38%	-6%	-25%	3%

#41 CCS(=O)(=O)NCCNc1ccc([N+](=O)[O-])cc1
#42 COc1ccc(CNC(=O)C2(CC3CC(c4ccccc4)=NO3)CCN(C(=O)OC(C)(C)C)CC2)cc1 (stereo not drawn)
#43 CC(=O)CCc1ccc(OCCCCn2cncn2)cc1
#44 N#Cc1ccc(C(=O)Nc2cccc3cccnc23)c(F)c1

screen / no.	41	42	43	44
Abeta yeast res	1%	11%	-1%	0%
EPAC1 antagonist	-8%	-11%	-11%	8%
WRN helicase inh	-1%	-9%	-2%	3%
IL-2 act	-1.2	-1.3	-2.9	-0.4
PLK1 PBD block	-9%	0%	-19%	-11%
PI5P4Ka inh	4	6	-3	-9
EPAC1 agonist	-5%	-4%	2%	8%
aSyn rescue	-2%	1%	-4%	-6%
FUS yeast rescue	18%	?	-3%	-7%
